HttQ103 aggreg – qHTS Multiplex Assay to Identify Dual Action Probes in a Cell Model of Huntington: Aggregate Formation (GFP); PC12 HttQ103-GFP aggregates, Acumen cytometry, 40 h; Potency, µM (titrated, usually from 46.1 µM), for the others: at the top dose activity change, negative = inhibition, actives largely listed as inhibitors; actives 1.1% (n = 220,000); AID 1688, 2009; note: potency is the fitted concentration of half-maximal effect; % is set by controls: 0 for no effect and ±100 for the full control effect; nearly all actives have a fitted effect of over 60% in size
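Inducible Q103 Huntingtin exon 1–GFP PC12 line, 1500 cells/well in phenol red free DMEM with 5% equine and 5% calf serum. Tebufenozide 100 nM induced expression; compounds titrated; aggregates quantified by cytometry.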
HTT cytoprotect – qHTS Multiplex Assay to Identify Dual Action Probes in a Cell Model of Huntington: Cytoprotection (ATP) | actives 0.14% (n = 230,000) | Potency, µM (doses to about 56.4 µM), inactives show cytoprotection (ATP increase), hits mostly activators | PC12 HTT-Q103 induced, cytoprotection, ATP luminescence, 40 h | AID 1471, 2008;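 note: potency is the fitted concentration of half-maximal effect; % of control where 0% means no effect; nearly all actives have a fitted effect of over 45% in size; toxic huntingtin expression switched on by the ecdysone agonist tebufenozide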
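PC12 cells with ecdysone-inducible HTT exon 1 Q103-GFP, induced with 100 nM tebufenozide and co-treated with library compounds in a dose series (1536-well, 1500 cells/well). Cytoprotection read as ATP content by ATPlite luminescence.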
Luc counter – Counterscreen for Luciferase (Kinase-Glo TM) Inhibition | Luciferin 4-monooxygenase (Photuris pensylvanica), Q27757 | Potency, µM (highest dose often 38.3 µM), for the others: at the top dose activity change, negative = inhibition, hits mostly inhibitors | Kinase-Glo luciferase, ATP luminescence, 8 min | actives 0.28% (n = 200,000); note: potency is the fitted concentration of half-maximal effect; % is set by controls: 0 for no effect and ±100 for the full control effect; nearly all actives have a fitted effect of over 60% in size
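Substrate mix (final 50 mM imidazole pH 7.2, 50 mM KCl, 7 mM MgCl2, 10 uM ATP, 0.01% Tween 20, 0.05% BSA) plus pin-tool compound, then Kinase-Glo detection mix; 8 min ambient, luminescence read.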
SMN2 splice enh – qHTS Assay for Enhancers of SMN2 Splice Variant Expression. AID 1458, 2008. actives 2.8% (n = 210,000). HEK293 SMN2-luciferase splicing reporter, luminescence, 30-36 h. Potency, µM (doses to about 46.1 µM), without a hit: at the top dose activity change, positive = activation, hits mostly activators; note: potency is the fitted concentration of half-maximal effect; % of control where 0% means no effect; nearly all actives have a fitted effect of over 55% in size
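HEK293 cells carry an SMN2 minigene-luciferase reporter in which exon 7 inclusion puts luciferase in frame. Cells were seeded at 2000 cells/well, attached for 10-12 hours, then exposed to compounds for 30-36 hours at 37C before ONE-Glo luminescence.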
IMPase Li cell – qHTS Assay for Identifying the Cell-Membrane Permeable IMPase Inhibitors: Potentiation with Lithium; Potency, µM (series often up to 59.4 µM), inactives show top-dose activity, negative = IMPase inhibition, usual class: inhibitors; actives 0.35% (n = 210,000); CHO-M1 cells, IP1 TR-FRET (IP-One), carbachol + lithium;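 note: IP1 builds up when IMPase is blocked and the TR-FRET signal falls; potency is the fitted concentration of half-maximal effect; plate controls were basal vehicle for no effect and high inhibitor control for full effect; nearly all actives have a fitted effect of over 50% in size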
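CHO cells stably expressing M1 receptor (2000/well) were cultured 16–30 h, then exposed to compounds with a small lithium addition for 30 min at 37C. IP1 was measured by TR-FRET competition; AC50 from Hill fits.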
CBFb RUNX1 block – qHTS Assay for Compounds Blocking the Interaction Between CBF-beta and RUNX1 for the Treatment of Acute Myeloid Leukemia | Runt-related transcription factor 1 (Homo sapiens) + Core-binding factor subunit beta … | AlphaScreen CBFb-His/RUNX1-biotin binding, biochemical | Potency, µM (series often up to 59.8 µM), for inactives: at the top dose activity, negative = inhibition, hits mostly inhibitors | 230,000 tested, under 10 active | AID 1477, 2009; note: % of control where 0% means no effect
Target sequence (Q01196 whole entry, looked up): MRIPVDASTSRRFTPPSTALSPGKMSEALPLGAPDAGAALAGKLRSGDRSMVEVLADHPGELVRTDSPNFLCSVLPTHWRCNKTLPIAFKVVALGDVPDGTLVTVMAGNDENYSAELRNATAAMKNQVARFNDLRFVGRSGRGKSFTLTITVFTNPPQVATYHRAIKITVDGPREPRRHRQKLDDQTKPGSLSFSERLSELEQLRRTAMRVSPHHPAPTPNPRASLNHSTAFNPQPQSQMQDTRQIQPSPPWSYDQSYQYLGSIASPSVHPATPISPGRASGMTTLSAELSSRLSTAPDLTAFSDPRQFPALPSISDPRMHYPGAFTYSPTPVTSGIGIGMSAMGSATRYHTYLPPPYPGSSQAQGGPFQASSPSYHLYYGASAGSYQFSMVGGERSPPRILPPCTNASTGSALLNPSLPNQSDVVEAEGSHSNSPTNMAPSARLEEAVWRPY
Target sequence (Q13951 whole entry, looked up): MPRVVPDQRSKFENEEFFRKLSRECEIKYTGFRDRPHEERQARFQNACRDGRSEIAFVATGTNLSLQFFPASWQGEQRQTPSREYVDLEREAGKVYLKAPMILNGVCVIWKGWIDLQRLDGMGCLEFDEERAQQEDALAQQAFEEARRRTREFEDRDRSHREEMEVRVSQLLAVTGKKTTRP
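Inhibition was taken as any reduction in AlphaScreen signal from the CBF-beta–RUNX1 pair (His and biotin tags, 30 nM each), measured after compound (15 min) and bead (90 min) incubations at room temperature.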
LMNA splice mod – qHTS Assay for Modulators of Lamin A Splicing | actives 0.01% (n = 200,000) | HeLa LMNA splicing GFP/RFP minigene ratio, 48 h | Potency, µM (doses to about 46.1 µM), for inactives: at the top dose ratio change, negative = inhibition, usual class: inhibitors | AID 1487, 2009; active = well fitted inhibition curve with a large enough effect in the signal ratio, with a control signal flat, not every such curve was filed as active; inconclusive = small, poorly fitted or top-dose-only effect, or effect the other way, or a change in a side signal; the % refers to the signal ratio; note: potency is the fitted concentration of half-maximal effect; % is set by controls: 0 for no effect and ±100 for the full control effect
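S3 HeLa cells stably expressing lamin A-EGFP splicing minigene plus DsRed2, 600 cells/well, 48 h compound exposure at 37C. Laser-scanning cytometry; analysed as GFP (500-530 nm)/RFP (575-640 nm) total intensity ratio; 0.5% DMSO vehicle.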
* hit, by the source's call; u = inconclusive; x = no result given; [ ] = another dose, or the depositor's remark. Unless noted, calls come from the whole dose curve; as a rule, active = well fitted curve in the direction sought with a large enough effect; inconclusive = small, poorly fitted or top-dose-only effect, or another doubt; inactive = no such curve, though single readings can be large; an effect the other way counts as inactive or inconclusive.

SMILES | HttQ103 aggreg | HTT cytoprotect | Luc counter | SMN2 splice enh | IMPase Li cell | CBFb RUNX1 block | LMNA splice mod
O=C(c1ccc([N+](=O)[O-])cc1)N1CCCC1 | 7%[9.22 µM] | 8%[10 µM] | x | x | x | -2% | x
O=c1cc(-c2ccc(O)c(O)c2)oc2cc(O)c(C3OC(CO)C(O)C(O)C3O)c(O)c12 (configuration not stated) | -1%[9.22 µM] | -3%[10 µM] | x | x | -3% | -17% | x
Cc1ccc(CS/C(Nc2ccccc2C)=C(\C#N)C(=O)NCc2ccco2)c(C)c1 | u | -2% | 0% | -23% | 2%[38.3 µM] | 4% | u
CSc1nnc(C)c(=O)n1COC(=O)c1ccccc1 | -5% | -34%[inhibitor] | 2% | -4% | 2% | 0% | x
Cc1ccc(NC2=Nc3ccccc3N3C2=Nc2c(c(C)nn2-c2ccccc2)C3c2ccc(O)c(O)c2)cc1 (configuration not stated) | -15% | -54%[inhibitor] | -3% | -7% | -24%[38.3 µM] | 14% | u
Cc1c(NC(=O)CSC2=C(C#N)C(c3ccccc3F)CC(=O)N2)c(=O)n(-c2ccccc2)n1C (configuration not stated) | -13% | 34% | -4% | x | 17%[38.3 µM] | 2% | -1%
O=C(NNC(=O)c1cc2cc(OC(F)(F)F)ccc2[nH]1)c1ccc(Cl)cc1 | -3%[9.22 µM] | 4%[10 µM] | x | x | x | 8% | x
CCOc1ccc(C2C(C(=O)c3ccco3)=C(O)C(=O)N2Cc2cccnc2)cc1OC (configuration not stated) | -13% | 16% | 6% | x | 11µM* | 2% | 8%
Cc1ccc2c(c1)nnn2C1CCN(CC(=O)c2ccc(Cl)cc2)CC1 | -1% | -26%[10 µM] | 1% | -9% | 2%[38.3 µM] | -1% | 2%
COc1cc(/C(C)=N\NC(=O)CSc2nc3ccccc3n2C)ccc1O | -21%[9.22 µM] | -17%[10 µM] | x | x | x | 3% | x
COC(=O)C1=C(NC(=O)c2ccccc2C)CCS1 | -10% | 5% | 3% | -6% | -5% | 15% | 2%[46 µM]
O=C(CCCN1C(=O)c2ccccc2C1=O)Nc1nncs1 | -9% | -8% | 2% | -8% | -15%[38.3 µM] | -3% | 1%
CCn1c(SCC(=O)c2[nH]c(C)c(C(C)=O)c2C)nnc1-c1ccncc1 | -12% | -3% | -2% | -24% | 12%[38.3 µM] | 2% | -7%
Cc1cc(NS(=O)(=O)c2ccc(NC(=S)NC(=O)c3ccc(Cl)cc3Cl)cc2)no1 | 3% | -17% | 0% | -11% | -3%[38.3 µM] | -11% | 26%
COc1ccc(NC(=O)CC2C(=O)N(c3ccc(F)cc3)C(=S)N2NC(=O)c2ccc(Cl)cc2)cc1 (configuration not stated) | 6% | x | 2% | 10% | -5% | 11% | u
COC(=O)c1cnc2ccccc2n1 | -10% | -3%[10 µM] | -6% | 11% | -2% | 3% | 3%
CCn1cc(C(=O)Nc2ccc(OC)c(OC)c2)c2cc(OC)c(OC)cc2c1=O | -5% | 18% | -2% | -5% | 27%[38.3 µM] | 1% | 5%
O=C(O)COc1ccccc1O | -4% | -6% | 5% | -7% | -6%[38.3 µM] | 0% | 7%
COc1ccc(Nc2nc3c(c(=O)n(C)c(=O)n3C)n2CCO)cc1 | 2% | 17% | 1% | -8% | 0%[38.3 µM] | 1% | -3%
Cc1cccc(C(=O)Nc2ccccc2-c2nnn(CC(=O)Nc3ccc4c(c3)OCCO4)n2)c1 | 30% | -6% | -8% | -23% | -2%[38.3 µM] | -1% | 10%
C/C(=N\NC(=O)C(=O)Nc1cccc(Cl)c1C)c1ccncc1 | -27% | x | -4% | -24% | -1% | 2% | 4%
O=C(CSc1nnc(C2CCCCC2)n1-c1ccccc1)NCc1ccco1 | 17% | -5% | 1% | -2% | 30%[38.3 µM] | -6% | -4%
COc1ccc(S(=O)(=O)Nc2ccc3c(c2)OCO3)cc1OC | -6% | -9%[10 µM] | 0% | 5% | 5% | -11% | -16%
COC(=O)c1ccc(CN(c2ccc(C)cc2)S(=O)(=O)c2ccc3c(c2)OCCO3)o1 | 1% | -18% | -5% | 8% | -3%[38.3 µM] | 3% | 8%
Cc1ccc(S(=O)(=O)Oc2ccc(/C=N/NC(=O)c3nn(C)cc3Cl)cc2)cc1 | 9% | 7%[10 µM] | -1% | -6% | 7% | 4% | -4%
CCCOC(=O)c1ccc(-n2nnnc2SCC(=O)N2CCCCC2)cc1 | 12% | -2% | 0% | -16% | 2%[38.3 µM] | 7% | -2%
CSc1ccc(/C=N/NC(=O)COc2ccc(Br)cc2Cl)cc1 | 10% | -15%[10 µM] | x | x | x | -3% | -10%
N=C(N)N1CCN(Cc2ccccc2)CC1 | 11% | -17% | x | x | x | 17% | x
CC(=O)c1sc(NC(=O)COc2ccc(Cl)cc2Cl)nc1C | 20%[9.22 µM] | -12% | 2% | u | 10µM* | 13% | x
COc1ccc(S(=O)(=O)N(CC(=O)N/N=C/c2cccs2)c2ccc(C)cc2)cc1OC | -2% | -10% | -5% | u | 32%[38.3 µM] | 1% | 7%
CCS(=O)(=O)Nc1ccc(NC(C)=O)cc1 | 11% | -35% | -4% | -5% | 10%[38.3 µM] | 4% | 4%
CCOC(=O)c1cc(-c2ccc(Cl)cc2)nc2c1c(C)nn2CCC#N | -10% | -9% | -6% | -31%[inhibitor] | 14%[38.3 µM] | 4% | 13%
O=C(CSc1ccsc1[N+](=O)[O-])NCCc1ccccc1 | 8% | 29% | -3% | x | 9%[38.3 µM] | -1% | -3%
COc1ccc(C(=O)N/C(=C\c2cn(S(=O)(=O)N(C)C)c3ccccc23)C(=O)NC(C)C)cc1 | 14% | -31% | x | x | 7% | 2% | x
Cc1cccc(-c2ccc(-c3cc(=O)oc4cc(C)cc(C)c34)cc2)c1 | x | -34%[inhibitor] | 3%[39.9 µM] | x | 7% | -8%[89.1 µM] | x
CC(C)=CCN1CCN(Cc2ccoc2)CC1CCO (configuration not stated) | 1%[9.22 µM] | -16%[10 µM] | x | x | 1% | -1% | x

Of the compounds above, 2 have a nitro group on carbon.
SMILES | HttQ103 aggreg | HTT cytoprotect | Luc counter | SMN2 splice enh | IMPase Li cell | CBFb RUNX1 block | LMNA splice mod
O=C(c1ccc([N+](=O)[O-])cc1)N1CCCC1 | 7%[9.22 µM] | 8%[10 µM] | x | x | x | -2% | x
O=C(CSc1ccsc1[N+](=O)[O-])NCCc1ccccc1 | 8% | 29% | -3% | x | 9%[38.3 µM] | -1% | -3%

Entries of single compounds, looked up by structure. Order of screens: HttQ103 aggreg, HTT cytoprotect, Luc counter, SMN2 splice enh, IMPase Li cell, CBFb RUNX1 block, LMNA splice mod
COc1ccc(S(=O)(=O)N(CC(=O)N/N=C/c2cccs2)c2ccc(C)cc2)cc1OC is listed as -2%, -10%, -5%, u, 32%[38.3 µM], 1%, 7%
CC(=O)c1sc(NC(=O)COc2ccc(Cl)cc2Cl)nc1C is listed as 20%[9.22 µM], -12%, 2%, u, 10µM*, 13%, x

Additional results.
SMILES | HttQ103 aggreg | HTT cytoprotect | Luc counter | SMN2 splice enh | IMPase Li cell | CBFb RUNX1 block | LMNA splice mod
O=C(O)COc1ccccc1/C=C1\SC(=O)N(Cc2ccc(F)cc2)C1=O | u | 23% | 1% | 0% | -3% | 3% | -10%[46 µM]
COc1ccc(NC(=O)C2C3CC/C=C\CCC32)cc1 (configuration not stated) | -13%[9.22 µM] | -2%[10 µM] | x | x | x | 4% | x
Cc1nnc(NC(=O)Cn2c(=O)sc3ccccc32)s1 | -12% | -33% | 2% | 11% | -12%[38.3 µM] | 0% | -15%
CCOC(=O)C(C(=O)Nc1cccc(C)n1)C1CCCCC1 (configuration not stated) | 4% | -11% | 4% | -6% | 13%[38.3 µM] | 2% | 2%
N#Cc1cnc(NOCc2ccc(Cl)cc2)nc1 | -9% | 14%[10 µM] | -4% | 3% | 3% | 21% | 21%[46 µM]
O=C(NNc1nc2ccccc2o1)c1ccccc1 | 41%[9.22 µM] | -7%[10 µM] | x | x | x | 4% | x
Cn1c(CN2CCN(C(=O)c3ccc(F)cc3)CC2)nc2cc([N+](=O)[O-])ccc21 | -2% | -3%[10 µM] | 0% | -38%[inhibitor] | 6% | 5% | -14%
COc1ccccc1-c1cncnc1NCCc1cnc[nH]1 | x | u | -3% | -8% | 13% | x | 21%
Cc1ccc(CS(=O)(=O)Cc2ccc(C(=O)NCC3CCCO3)o2)cc1 (configuration not stated) | 13% | 5% | -5% | -15% | -7%[38.3 µM] | -2% | -1%
Cc1sc2nc(-c3cccnc3)nc(Cl)c2c1-c1ccccc1 | 6% | 6%[10 µM] | -2% | u | 9% | u | -14%
CC1=CN2C(=N)/C(=C/c3ccc([N+](=O)[O-])o3)C(=O)N=C2S1 | u | -42%[10 µM] | -7% | -39%[inhibitor] | 22% | u | u
Cn1c(=O)[nH]c(=O)c2c1nc(Br)n2C/C=N/NC(N)=S | -27%[9.22 µM] | 4%[10 µM] | x | x | x | 5% | x
CC1(C)CC(=O)c2cc(OCC(=O)NCCN3CCOCC3)ccc2O1 | -8% | -4% | 3% | -28% | 13%[38.3 µM] | -3% | 6%
CN(Cc1nc(-c2cccnc2)no1)S(=O)(=O)c1ccc(Br)cc1 | 22µM* | -18%[10 µM] | 2% | -3% | 22%[38.3 µM] | 2% | -10%
FC(F)(F)c1ccc(N2CCN(c3cc(-c4ccccc4)nc4ncnn34)CC2)nc1 | u | 10%[10 µM] | 4% | -40%[inhibitor] | -2%[38.3 µM] | 1% | 10%
CCN(CC)S(=O)(=O)c1c(Br)cc(C)cc1Br | -10% | -8% | 18% | 6% | 27%[38.3 µM] | 10% | -10%
O=C(COc1nc2ccccc2nc1N1CCOCC1)Nc1ccc(S(=O)(=O)N2CCCC2)cc1 | -17% | 8%[0.074 µM] | 4% | 4% | 1% | -9% | u
COC(=O)C(C(=O)Nc1cccc(C)n1)C1CCCCCC1 (configuration not stated) | 23% | 2% | 2% | -9% | 5%[38.3 µM] | -5% | 7%
COc1ccc(NC(=S)N(CCc2nc3cc(C)c(C)cc3[nH]2)Cc2cccnc2)cc1 | 20% | u | 1% | 8% | -9%[38.3 µM] | -13% | 3%
